MT1-MMP act inh – inhibitors of human MT1-MMP activation. HT1080 RFP-PRO-GFP cells, GFP/RFP ratio fluorescence, overnight; percent of plate control window, DMSO zero. AID 651647. P50281. GFP/RFP ratio change, % at 20 µM. 360,000 compounds, 0.061% hits;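 active = GFP/RFP ratio change of at least 30% with cell ATP level not reduced by more than half and red fluorescence within 50% of control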; also: strong numbers were not always called active
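Assay system: HT1080 RFP-PRO-GFP cells | Dosing: 20 µM single dose, 1% DMSO | Incubation: Cells overnight before dosing, compound overnight, 37 °C, 5% CO2 | Evaluation: GFP/RFP fluorescence ratio | Control set: DMSO-only wells and HT1080 RFP-L50D-GFP cell wells as references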
FAS TE block – blocks the thioesterase domain of human fatty acid synthase; recombinant FAS-TE, OMFH fluorogenic substrate, fluorescence endpoint; inhibition, % at 15 µM; 360,000 compounds, 0.67% hits; AID 602261;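 active = compounds whose normalised, plate-corrected inhibition of enzyme fluorescence in the single-dose primary screen is 50% or more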;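 also: 0% = DMSO with enzyme and 100% = substrate without enzyme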
MLLE-PAM2 inh – blocks PAM2 peptide binding to the PABP1 MLLE domain. P11940. 360,000 compounds, 0.36% hits. inhibition, % at 20 µM. AID 588489. GST-MLLE / FITC-PAM2 fluorescence polarization; in the data active = inhibition above about 35%, passing the limit was not always enough;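 also: plate controls were DMSO wells with GST-MLLE for no effect and wells lacking GST-MLLE protein for full effect; some results filed as inactive read as strong as hits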
eLon inh – inhibits E. coli Lon protease; P0A9M0; purified E. coli Lon protease, fluorescence polarization; inhibition, % at 7.94 µM; 360,000 compounds, 0.42% hits; AID 602123; in the data active = inhibition above about 13%, passing the limit was not always enough;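 also: 0% = enzyme with probe and DMSO and 100% = no enzyme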
Rpn11 block – blocks the human proteasome subunit Rpn11 | O00487 | human 26S proteasome, Ub4-pepOG fluorescence polarization; 20S core pre-blocked with epoxomicin | 360,000 compounds, 0.59% hits | AID 588493 | calls only at 20 µM;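 active = inhibition at 20 µM, scaled to each plate's controls, above about 33%, limit read from the data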
Target sequence (O00487 whole entry, looked up): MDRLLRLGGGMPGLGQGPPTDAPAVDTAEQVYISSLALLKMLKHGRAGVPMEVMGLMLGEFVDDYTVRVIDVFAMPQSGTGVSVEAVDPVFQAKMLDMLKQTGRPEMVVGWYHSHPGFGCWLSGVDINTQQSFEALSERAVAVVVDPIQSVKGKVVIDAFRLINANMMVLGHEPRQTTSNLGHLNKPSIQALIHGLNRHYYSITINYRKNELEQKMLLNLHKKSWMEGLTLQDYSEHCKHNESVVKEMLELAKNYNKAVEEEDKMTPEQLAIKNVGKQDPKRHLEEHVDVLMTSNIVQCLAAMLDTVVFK
MsrA inhibitor – bovine MsrA inhibition; purified bovine MsrA, absorbance read-out; inhibition, % at 15.5 µM; 360,000 compounds, 0.75% hits; AID 651718; in the data active = inhibition above about 4.5%;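 also: 0% = vehicle wells with enzyme and 100% = reference inhibitor wells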
CSN inh – CSN deneddylation inhibition. AID 651999. Q92905. 360,000 compounds, 0.38% hits. inhibition, % at 12.5 µM. Purified CSN, SCF-Nedd8-OG deneddylation, fluorescence polarization;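 active = pattern-corrected inhibition above about 35%, with an unprinted fluorescence ratio check between 0.5 and 1.5, limit read from the data, passing the limit was not always enough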;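 also: 0% = enzyme with substrate and 100% = substrate without enzyme; some results filed as inactive read as strong as hits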
Target sequence (Q92905 whole entry, looked up, one chain of several): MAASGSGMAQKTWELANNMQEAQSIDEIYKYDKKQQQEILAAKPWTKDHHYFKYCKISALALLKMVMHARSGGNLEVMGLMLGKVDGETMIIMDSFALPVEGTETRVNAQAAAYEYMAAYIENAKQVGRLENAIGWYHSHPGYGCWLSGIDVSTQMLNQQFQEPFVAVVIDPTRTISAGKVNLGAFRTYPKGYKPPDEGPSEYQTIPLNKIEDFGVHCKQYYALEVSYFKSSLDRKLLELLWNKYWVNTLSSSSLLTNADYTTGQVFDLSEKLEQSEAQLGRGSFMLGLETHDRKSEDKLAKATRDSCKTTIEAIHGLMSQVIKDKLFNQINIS
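Test system: Human Csn5 produced in HEK293T cells | Compound: 12.5 µM single point | Times: 90 min, room temperature | Signal: Fluorescence polarization readout | Read-out basis: % inhibition of substrate cleavage by Csn5 | Controls: no-enzyme wells high, enzyme-with-substrate wells low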
MsrA act – activates bovine MsrA enzyme. purified bovine MsrA, absorbance read-out. activation, % at 10.6 µM. 360,000 compounds, 0.3% hits. AID 602163; in the data active = activation above about 7.5%;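 also: 0% = vehicle and 100% = reference activator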
Rin1 Abl inh – inhibitors of human Rin1-Abl protein interaction | P00519+Q13671 | TR-FRET Rin1/Abl binding, biochemical | inhibition, % at 7.35 µM | 360,000 compounds, 0.4% hits | AID 588664; in the data active = inhibition above about 5%, passing the limit was not always enough
* hit, by the source's call; i = inactive; . = no result given.

SMILES | MT1-MMP act inh | FAS TE block | MLLE-PAM2 inh | eLon inh | Rpn11 block | MsrA inhibitor | CSN inh | MsrA act | Rin1 Abl inh
COc1ccc(S(=O)(=O)N2CCOC2CNC(=O)C(=O)NCCc2ccccc2OC)cc1 (centres undefined) | 2 | -7 | -1 | -12 | i | -0.1 | 0 | 2 | -1
O=C(c1cccc(C(F)(F)F)c1)N1CCC(O)(CS(=O)(=O)Cc2ccccc2Cl)CC1 | 1 | -4 | 10 | 5 | i | 0.0 | -6 | -1 | -4
CC(C)CCN1CN(S(=O)(=O)c2cccs2)c2nc3ccccc3nc21 | 5 | -2 | 8 | -16 | i | 0.8 | 0 | -8 | 1
Cc1ccc(OCC(=O)Nc2cc(S(=O)(=O)N3CCCCC3)ccc2N2CCN(C)CC2)c(C)c1 | -2 | 7 | -31 | 13 | i | -0.3 | -3 | 0 | -2
COCC(=O)N(Cc1cc2cc(C)ccc2[nH]c1=O)c1ccccc1 | 0 | -2 | -2 | 1 | i | 1.1 | 1 | -1 | -4
CC1=CC(C)(C)N(C(=O)CSc2nnc(C)s2)c2ccc(C)cc21 | -2 | 3 | -3 | -4 | i | -0.1 | 6 | 1 | -1
CC1CCCCC1NC(=O)C1CCN(S(=O)(=O)c2ccc(-n3cnnn3)cc2)CC1 (centres undefined) | -2 | -9 | -4 | -1 | i | 1.4 | 0 | -7 | 3
C=C(C)c1cccc(C(C)(C)NC(=O)N2CCCC2)c1 | 6 | -4 | -1 | 4 | i | 0.2 | 3 | 4 | -3
CCOC(=O)c1c(NC(=O)C2COc3ccccc3O2)sc(C)c1C (centres undefined) | 1 | 22 | 1 | -5 | i | 2.6 | 0 | -6 | -3
CN1CCN(c2ccc(Cl)cc2NC(=O)/C=C/c2ccc(F)cc2)CC1 | -2 | -3 | -7 | -1 | i | 0.1 | -8 | -3 | 1
Cn1c(=O)c2[nH]c(N=NNc3ccccc3F)nc2n(C)c1=O | 3 | -2 | 22 | -1 | i | -0.3 | -1 | -4 | -1
CN(CC(=O)Nc1ccc(N2CCOCC2)cc1)C(=O)CC(c1ccccc1)c1ccccc1 | -5 | -1 | 3 | 8 | i | 0.8 | -2 | -2 | -4
CCC1CCc2c(c3ccccc3[nH]c2=O)O1 (centres undefined) | -2 | -7 | 4 | 0 | i | 0.5 | 3 | -1 | 1
Cc1c(OCC(=O)NCc2ccncc2)ccc2c3c(c(=O)oc12)CCCC3 | 0 | -7 | 12 | -9 | i | -0.5 | -1 | -4 | 3
Cc1cc(C)cc(CSCC(=O)NN=C2CCCCCC2)c1 | 2 | -5 | -5 | -7 | i | 0.1 | -6 | -4 | 5
C=CCn1c(=O)c2c3c(sc2n2c(Nc4ccc(C(=O)OCC)cc4)nnc12)CCCC3 | 9 | 2 | -2 | -7 | i | -0.8 | 3 | -12 | -5
CCOC(=O)COn1c(SCC(=O)OCC)nc2ccccc2c1=O | -3 | -8 | 6 | -7 | i | -0.2 | 3 | -8 | 4
CCOC(=O)C1C(=O)OC(C)(C)C1C(C)C(=O)c1ccccc1 (centres undefined) | -2 | -6 | -2 | -5 | i | -0.5 | 2 | 0 | -4
Cc1nnc(NC(=O)c2ccc3c(c2)C(=O)N(CCC(C)C)C3=O)s1 | 3 | -24 | -8 | -6 | i | 0.4 | 2 | -2 | 2
O=C(NCCNc1ccc([N+](=O)[O-])cc1)c1cc(F)c(F)cc1Cl | 0 | 9 | 6 | -10 | i | 3.0 | -3 | -3 | -1
CSc1ccc(CN2CCC(C)(Oc3ccccc3)C2)cc1 (centres undefined) | 5 | 6 | 0 | -3 | i | 0.2 | -3 | 1 | 0
O=C(CNC(=O)c1ccc(-c2ccccc2)cc1)OCc1c(F)cccc1Cl | 0 | -5 | -10 | 8 | i | 0.3 | 3 | -3 | 3
CCCCn1c(N)c(N(CCOC)C(=O)c2ccc(-c3ccccc3)cc2)c(=O)[nH]c1=O | -2 | -2 | -1 | 2 | i | 0.0 | 2 | -4 | 2
Cc1cc(F)ccc1S(=O)(=O)N1CCCOC1CNC(=O)C(=O)NCc1ccccn1 (centres undefined) | 8 | -4 | -5 | -13 | i | -0.7 | -1 | -2 | -2
N=c1c(S(=O)(=O)c2ccc(Cl)cc2)cc2c(=O)n3ccccc3nc2n1CCc1ccccc1 | -26 | -1 | 107 | -6 | i | 1.2 | -6 | -1 | -3
Cc1ccc(C(=O)N(c2ccccc2)C2CC(C)N(C(=O)c3ccco3)c3ccccc32)cc1 (centres undefined) | -15 | 27 | -5 | 3 | i | 0.2 | 5 | 0 | 0
CCOC(=O)NC(=O)C(=CNc1ccccc1C)C(=O)NC(=O)OCC | -2 | -5 | 6 | 4 | i | -0.3 | 4 | 1 | 1
O=C(Cn1c(=O)cnc2ccccc21)NNC(=O)c1ccc(Cl)cc1 | -1 | -4 | 2 | -4 | i | 0.3 | -1 | -4 | -2
CN=C1C=C/C(=N/N=c2\ccn(O)cc2C)C=C1C | 61* | 8 | -3 | -2 | i | -0.9 | 1 | -5 | -21
O=C(OCC(=O)N1CCCCCC1)c1ccc(Br)c(S(=O)(=O)N2CCOCC2)c1 | 0 | -5 | 4 | -10 | i | -1.0 | 2 | -3 | 4
COc1ccc(OCC(=O)N2CCc3ccccc3C2)cc1 | 2 | -2 | 18 | -10 | i | -0.2 | -3 | -2 | 1
COCC(C)NC(=O)c1cc(-c2ccc(O)cc2)on1 (centres undefined) | 6 | -5 | -1 | -4 | i | 0.3 | 2 | -3 | 1
Cc1ccc(CN2CCN(c3ccccc3)CC2)o1 | 3 | 0 | 16 | 2 | i | -0.4 | 0 | -4 | -5
CCC(C)Sc1ccc([C@@H]2[C@H]3C(=O)N(CC)C(=O)[C@H]3[C@]3(C(=O)OC)CCCN23)cc1OC (some centres undefined) | -4 | -3 | -3 | -3 | i | 1.2 | -4 | -3 | 1
COCCCn1c(SCC(=O)NC(C)(C)C)nnc1-c1ccccc1 | 4 | -4 | 0 | -10 | i | -1.9 | 1 | -14 | -1
O=C1NC[C@H](Cc2ccc(O)cc2)N(CCc2cccc(F)c2)C1=O | 5 | -10 | . | -10 | . | 1.7 | 0 | -14 | .
COc1ccc(OC)c(NC(=O)C2CCCN(S(=O)(=O)c3c(C)nn(C)c3C)C2)c1 (centres undefined) | -4 | 0 | 0 | -6 | i | -0.1 | -1 | -2 | 3
CCC1(c2ccccc2)NC(=S)N(c2cccc(C)c2C)N1 (centres undefined) | -1 | -4 | 9 | 0 | i | 0.9 | -3 | -6 | 3
CC1(C)OC(=O)N(NCc2ccccc2)C1(C)O (centres undefined) | 3 | -5 | 3 | -5 | i | 0.3 | 0 | -2 | 1
CCc1ccc(NCCC(=O)c2ccc(Br)cc2)cc1 | 3 | -4 | -1 | -4 | i | . | 3 | -7 | -2
CCSc1nnc(NC(=O)C(C(F)(F)F)C(F)(F)F)s1 | -1 | 0 | -4 | 5 | i | 0.1 | 4 | -3 | -2
C=CCNC(=S)Nc1ccc(Cl)cc1 | 3 | -7 | 3 | -4 | i | 0.2 | 1 | -10 | -5
CCN(CC)S(=O)(=O)c1cc(C(=O)O)ccc1OC | 3 | -7 | 7 | -6 | i | 0.7 | -4 | -3 | 0
CN1CCN(C2=Cc3cc(Cl)ccc3Sc3cc(F)ccc32)CC1 | -23 | 28 | 2 | -12 | i | 0.5 | 4 | -2 | -2
Cc1cccc(-n2nnc(C(=O)NCc3ccccn3)c2N)c1 | 4 | -10 | -3 | -2 | i | 0.6 | 2 | -1 | -3
Cc1c(N2CCCC2)cc2c(c1NC(=O)c1ccccc1Cl)C(C)(C)CC2(C)C | 1 | 7 | -11 | -9 | i | -0.7 | 5 | -1 | 4
COc1cccc(CN=c2c([N+](=O)[O-])nn(-c3ccccc3C)n2O)c1 | 5 | -6 | 8 | -8 | i | -0.5 | 4 | -13 | 2
CC(=O)Nc1ccc(S(=O)(=O)Nc2cccc(S(=O)(=O)N(C)c3ccccc3)c2)cc1 | 0 | -2 | 0 | -12 | i | 0.6 | -2 | -8 | 5
CCCCCOC(=O)c1ccc(NC(=O)c2cccc(NC(=O)c3ccccc3C(=O)O)c2)cc1 | 1 | -2 | -17 | -1 | i | 0.9 | 1 | -3 | 1
O=C(O)c1cccn2c(=O)c3ccccc3nc12 | -6 | 1 | 9 | -10 | i | 4.7* | 0 | -5 | -3
Oc1c(Br)cc(/C=N/Nc2ccc(Cl)nn2)cc1Br | 6 | 6 | -9 | -3 | i | 5.9* | 20 | -6 | -1
O=S(=O)(NCCc1csc(-c2ccccc2)n1)c1ccc2c(c1)OCCO2 | 1 | 7 | -2 | 0 | i | -1.5 | 2 | -1 | -3
CCOC(=O)c1c(NC(=O)C[n+]2ccccc2)sc2c1CCCC2 | -3 | 4 | 15 | 5 | i | 0.4 | -4 | -9 | -2
CCN(CC)S(=O)(=O)c1cc(OCC(N)=O)c(C)cc1Cl | 0 | -12 | 10 | -3 | i | 0.2 | 1 | -2 | 2
COC(=O)c1cc(C#N)c(NCc2ccc(Cl)cc2Cl)nc1C | 4 | -8 | -16 | -3 | i | -1.2 | 1 | -5 | -1
Cc1ccc(C(=O)Nc2ccccc2[N+](=O)[O-])cc1S(=O)(=O)N1CCOCC1 | -2 | 4 | 1 | 2 | i | -0.6 | 1 | -1 | -1
Cc1ccc(-n2ncc(C(=O)NCC3CCN(C4CCCC4)C3)c2C2CCN(C(=O)OC(C)(C)C)CC2)cc1 (centres undefined) | -1 | -3 | -36 | -6 | i | -1.9 | -2 | -6 | 3
O=C(O)c1cccc(S(=O)(=O)N2CCCC(c3nc4c(nnn4Cc4ccccc4Cl)c(=O)[nH]3)C2)c1 (centres undefined) | -2 | -1 | -8 | 9 | i | -0.8 | 2 | -6 | -1
O=C(Cc1cccs1)N(c1ccc(Cl)cc1)C1C=CS(=O)(=O)C1 (centres undefined) | 2 | -6 | 2 | 3 | i | 0.1 | 7 | 0 | 1
CCCNC(=O)c1ccccc1NC(=O)COc1ccc(OC)cc1 | 0 | -4 | -4 | -7 | i | -1.3 | -1 | -1 | 4
COc1ccc(Cn2cc(CN3CC(N4CCCC4)CS3(=O)=O)nn2)cc1 (centres undefined) | -2 | -10 | . | -5 | . | -1.2 | -2 | -2 | .
CC(C)C(=O)Nc1nnc(SCC(=O)Nc2ccc3c(c2)OCCO3)s1 | 4 | -4 | -7 | 3 | i | -0.4 | -5 | -4 | 1
CCOc1ccc(CNS(=O)(=O)c2c(C)nc3scc(C)n3c2=O)cc1OC | -2 | -1 | -9 | 1 | i | 1.7 | 1 | -2 | 1

Whole records as entered above. Order of values: MT1-MMP act inh | FAS TE block | MLLE-PAM2 inh | eLon inh | Rpn11 block | MsrA inhibitor | CSN inh | MsrA act | Rin1 Abl inh
COC(=O)c1cc(C#N)c(NCc2ccc(Cl)cc2Cl)nc1C is entered as 4 | -8 | -16 | -3 | i | -1.2 | 1 | -5 | -1
CCOC(=O)COn1c(SCC(=O)OCC)nc2ccccc2c1=O is entered as -3 | -8 | 6 | -7 | i | -0.2 | 3 | -8 | 4
CC1(C)OC(=O)N(NCc2ccccc2)C1(C)O (centres undefined) is entered as 3 | -5 | 3 | -5 | i | 0.3 | 0 | -2 | 1
CN(CC(=O)Nc1ccc(N2CCOCC2)cc1)C(=O)CC(c1ccccc1)c1ccccc1 is entered as -5 | -1 | 3 | 8 | i | 0.8 | -2 | -2 | -4

Source: PubChem
